Source: PubChem
Furin inh: blocks human furin protease activity. AID 463115. 0.061% of 220,000 active. inhibition, % at 30 µM. purified furin, fluorogenic substrate cleavage; in the data active = inhibition above about 25%; also: inactives centre near -15
14-3-3 Bad inh: disrupts binding of bovine 14-3-3 zeta to phospho-Bad peptide; P63103; AID 781; inhibition, % at 21.7 µM; TR-FRET 14-3-3zeta/Dy647-pBad peptide displacement, 1 h; 0.71% of 220,000 active;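 active = inhibition above about 70%, limit read from the data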;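 also: 0% = full 14-3-3 plus peptide FRET controls and 100% = background without 14-3-3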
Target sequence (P63103 whole entry, looked up): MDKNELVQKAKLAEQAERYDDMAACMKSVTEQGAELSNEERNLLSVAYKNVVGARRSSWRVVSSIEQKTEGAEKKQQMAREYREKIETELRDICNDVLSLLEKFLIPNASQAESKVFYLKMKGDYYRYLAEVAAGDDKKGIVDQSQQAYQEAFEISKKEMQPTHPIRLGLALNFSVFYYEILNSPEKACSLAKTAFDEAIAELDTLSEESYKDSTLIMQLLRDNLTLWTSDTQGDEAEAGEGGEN
Rad51 HR inh: Rad51 (human) homologous recombination inhibition | inhibition, % at 10 µM | 0.085% of 200,000 active | AID 1385 | hRad51 DNA strand exchange, fluorescence dequenching | Q06609;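 active = inhibition above 40% at the single screening dose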;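 also: 0% = DMSO control wells and 100% = blanks with heterologous ssDNA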
Target sequence (Q06609 whole entry, looked up): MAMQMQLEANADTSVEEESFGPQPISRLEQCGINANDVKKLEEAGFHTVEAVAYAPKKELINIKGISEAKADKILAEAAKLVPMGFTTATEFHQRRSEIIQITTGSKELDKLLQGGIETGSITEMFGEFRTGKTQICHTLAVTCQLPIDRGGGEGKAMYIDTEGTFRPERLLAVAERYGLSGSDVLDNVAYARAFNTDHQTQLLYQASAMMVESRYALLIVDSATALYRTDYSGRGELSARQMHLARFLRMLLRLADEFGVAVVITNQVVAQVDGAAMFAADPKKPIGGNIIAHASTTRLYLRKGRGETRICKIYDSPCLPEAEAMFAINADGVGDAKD
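material = hRad51 filaments on single-stranded DNA | timing = filaments 15 min 37 °C, then compound 30 min | signal = FRET fluorescence dequenching, excitation 485 nm, emission 520 nm | benchmarks = control wells and blank wells on each plate | evaluation = percent inhibition relative to plate controls and blanks | compound = 10 µM final, single point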
EBV gp42 block: blocks Epstein-Barr virus glycoprotein 42 binding | Fluorescence polarization binding assay, mP read-out | 0.42% of 220,000 active | AID 1085 | inhibition, % (tested at 21.74 µM); in the data active = inhibition above about 50%
hK5 inh: kallikrein 5 (human) inhibition | Q9Y337 | inhibition, % at 5 µM | 0.59% of 210,000 active | recombinant hK5, fluorogenic AMC substrate cleavage | AID 873;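 active = inhibition of 40% or more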;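 also: 0% = enzyme controls without compound and 100% = no-enzyme blanks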
NCF1 inh: p47phox (human) inhibition | P14598 | p47phox/p22phox peptide binding, fluorescence polarization, 2 h | inhibition, % at 24.7 µM | 0.53% of 220,000 active;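 also: 0% = p47phox with labelled peptide and 100% = labelled peptide alone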
Target sequence (P14598 whole entry, looked up): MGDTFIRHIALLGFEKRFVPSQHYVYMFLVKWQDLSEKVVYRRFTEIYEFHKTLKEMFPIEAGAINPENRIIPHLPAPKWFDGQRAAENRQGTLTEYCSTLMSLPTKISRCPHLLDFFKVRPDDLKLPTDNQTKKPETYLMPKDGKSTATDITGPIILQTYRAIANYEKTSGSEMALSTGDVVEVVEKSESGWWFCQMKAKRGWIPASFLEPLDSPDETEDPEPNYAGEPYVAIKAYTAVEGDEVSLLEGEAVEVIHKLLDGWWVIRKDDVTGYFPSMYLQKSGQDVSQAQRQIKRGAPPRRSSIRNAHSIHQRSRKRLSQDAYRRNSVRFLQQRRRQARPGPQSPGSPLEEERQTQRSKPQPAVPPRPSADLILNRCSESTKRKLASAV
thrombin 1536: blocks human thrombin protease activity. 0.26% of 220,000 active. inhibition, % at 5 µM. P00734. alpha-thrombin, Boc-VPR-AMC fluorogenic substrate cleavage;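 active = inhibition at or above 40%; inactive = inhibition below 40%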;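 also: 0% = enzyme with no compound and 100% = wells without enzyme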
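Material: human alpha-thrombin protein; Also added: Boc-VPR-AMC substrate, 15 µM final; Timing: enzyme reaction carried out at room temperature; Signal: fluorescence, ex 355 nm, em 460 nm; Measure: % inhibition of thrombin; Controls: enzyme without compound as high, wells lacking enzyme as low.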
eIF4E 4G PPI: eIF4E/eIF4G interaction inhibition in translation initiation; P63073+Q04637; TR-FRET eIF4E-eIF4GI(517-606) binding, 2 h; inhibition, % at 21.7 µM; 0.37% of 220,000 active; AID 782;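 also: 0% = full FRET control wells and 100% = background wells lacking eIF4GI fragment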
KCC2 mod: modulators of human KCC2 chloride dependent transport | AID 1456 | B-score of Tl+ flux slope (higher = more flux/activation; lower = inhibition) at 10 µM | 2.2% of 190,000 active | KCC2 cells, thallium flux FluoZin-2 fluorescence;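 active = thallium flux slope and its plate-corrected score both differing from the plate sample mean at a set confidence after two filtering rounds, in either direction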;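 also: slope of fluorescence scaled to starting intensity during 10 to 20 s after thallium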
* = called active by the depositor; i = inactive; x = no result given; [ ] = remark or other dose.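 The calls were made as follows, unless noted: active = inhibition above about 30% (limit read from the data); inactive = the rest.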

SMILES	Furin inh	14-3-3 Bad inh	Rad51 HR inh	EBV gp42 block	hK5 inh	NCF1 inh	thrombin 1536	eIF4E 4G PPI	KCC2 mod
Cn1c(-c2ccc(Br)o2)nc2ccccc21	-10	0	12	-15	1	0	3	-6[fluorescence artefact?]	-1.9
CCCC(=O)Nc1ccc2c(c1)c1ccccc1n2CC	-19	13[fluorescence artefact?]	-3	-6	-7	-12	2	22	0.16
CCCCNC(=O)C(C#N)c1nc2ccccc2nc1N1CCCC1 (stereo unspecified)	-16	7	x	-29	-70	-66	-16	-35	i
COc1cccc(NC(=O)Nc2c(C)n(C)n(-c3ccccc3)c2=O)c1	-22[20 µM]	14	-1	-8	-7	-12	3	8[fluorescence artefact?]	-0.35
Cc1cccc(C)c1-n1nnnc1SCSc1nnnn1-c1c(C)cccc1C	13[20 µM]	-8	3	0	1	0	0	4	0.92
COc1ccc(N2C(=O)c3ccccc3NC2c2ccc(OC)c(COc3ccccn3)c2)cc1 (stereo unspecified)	-21	-5	8	-9	-1	-22	-2	-6	-0.65
CN(C)C1N(C(=O)c2ccccc2)N=C2c3ccccc3S(=O)(=O)N21 (stereo unspecified)	-19	2	3	-29	2	0	-7	1	-0.76
CC(O)CNc1ccc(-c2nn(C)c(=O)c3ccccc23)cc1[N+](=O)[O-] (stereo unspecified)	-21	-6	0	6	3	-16	0	0	-1.4
CC(=O)NCc1ccc2[nH]c(C)cc2c1	-30	-1	-3	-24	-19	-5	-3	3	x
Cc1ccc(S(=O)(=O)Oc2ccccc2/C=C2\SC(=O)NC2=O)cc1	-15	6	-3	-4	6	0	-4	2	-6*
O=C(Nc1sc2c(c1C(=O)O)CCCCC2)c1ccccc1	-26	-11	3	7	7	11	-3	-6	1.6
Cc1ccc(C(c2ccc(C)o2)c2cccc([N+](=O)[O-])c2O)o1	-5[20 µM]	-5	1	-7	0	-1	2	4	0.66
CCSc1cc(N2CCCC2)nc(-c2ccccc2)n1	-18[20 µM]	7	-15	1	7	-2	3	1	-0.11
CC(c1ccco1)N(C(=O)c1ccc(C(F)(F)F)cc1)c1ccccn1 (stereo unspecified)	-23	-10	6	-6	-2	-11	-1	-7	-0.26
O=C(Nc1ccc2c(c1)S(=O)(=O)N=C1CCCCCN12)c1ccccc1Cl	-23	-2	4	-6	4	-3	-2	4	-0.63
O=C(NCc1cccs1)c1ccccc1C(=O)NCc1cccs1	-15[20 µM]	6	9	-7	-8	4	-1	4	-0.45
O=C(Cn1cc(C(F)(F)F)cc(Cl)c1=O)Nc1cc(S(=O)(=O)N2CCOCC2)ccc1Cl	-21	4	-11	-4	-9	-2	-7	2	0.57
COc1ccccc1-c1nnc(Nc2nc3c(OC)cccc3s2)o1	-18	-8	3	9	-244	-42	-6	-2	4.1*
Cc1cc(C)cc(-n2cnc3cc(C(=O)O)ccc32)c1	-12[20 µM]	0[fluorescence artefact?]	5	-15	4	-13	-1	-6	x
O=C(NCCCN1CCCC1)[C@H](CSCc1ccccc1)N1Cc2ccccc2C1=O	-15	-2	4	0	0	5	-4	-6	-0.035
COc1ccc(NC(=O)c2cc([N+](=O)[O-])ccc2O)cc1	-22	-2	x	-9	x	-10	0	-2	-3.3*
CCN(CC)c1ccc(/C=N/NC(=S)NCc2ccc(OC)cc2)cc1	-24	9	-8	-3	-3	-7	-4	0[fluorescence artefact?]	-0.12
Cc1ccc(S(=O)(=O)N2CCOCC2)cc1C(=O)Nc1nc2ccccc2[nH]1	-13	4[fluorescence artefact?]	-18	6	39	-6	29	4	-0.31
CC1(C)Cc2cccc(OCC(=O)OCC(=O)Nc3cccc(S(N)(=O)=O)c3)c2O1	-19	3	-31	-22	2	-7	-3	-10	-0.098
O=C(Nc1ccc2ccccc2c1)c1cn(-c2ccccc2)nc1-c1cccs1	-28[20 µM]	3	-6	-32	-25	-48	-2	-11	0.59
Cc1[nH]c2ccccc2c1C(=O)CSc1nc2cc(S(=O)(=O)N3CCCCC3)ccc2o1	-23	-9	8	-28	2	-64	-3	-20	x
O=c1c2cc(-c3ccccc3)sc2ncn1/N=C/c1ccco1	0	25	3	-67	-1	-25	8	-17[fluorescence artefact?]	-0.14
CCN(CC)S(=O)(=O)c1cc(Br)c(C)cc1OC	-14[20 µM]	3	-3	-11	-30	-3	-14	-3	x
CCOc1ccc2nc(SCc3ccc(C(=O)OC)o3)[nH]c2c1	-20	61	2	-22	-13	-11	-6	2	x
Fc1cnc(N2CCOCC2)nc1NCc1ccccc1	-13[20 µM]	-9	7	-5	-14	-5	-4	0	-0.073
CCn1c(SCC(=O)Nc2cc(C)ccc2C)nnc1-c1cnccn1	-18	-1	-7	-5	-8	-12	-1	-4	0.25
O=C(Nc1cccc(F)c1)C1C2C=CC3(CN(CCCN4CCOCC4)C(=O)C13)O2 (stereo unspecified)	-20	-3	0	-14	-10	-13	0	1	0.25
Cc1csc(=NC(=O)c2ccccc2)n1Cc1ccco1	-6	4[fluorescence artefact?]	1	5	-13	-21	10	0[fluorescence artefact?]	-0.53
C=CCc1c(C)nc(-c2ccccc2)nc1N/N=C(\C)c1ccccc1	-16	-2	-3	6	-12	-14	-15	2	0.35
FC(F)(F)c1ccncc1-c1nnc(C2CCCCC2)o1	-15	-10	5	-6	-3	-6	2	-6	-1.6
CCOC(=O)N1CCN(c2c(N3CCOCC3)c(=O)c2=O)CC1	-12	-1	3	-14	6	-11	-7	0	x
C=CCNC(=S)N/N=C/c1cn(-c2ccccc2)nc1-c1ccc(OC)cc1	-9	-7	2	-8	-3	-10	-13	-7	0.86
CCNC(=O)c1cccc(S(=O)(=O)N2CCCCCC2)c1	-20	12[fluorescence artefact?]	-21	-13	-6	6	3	21	0.29
Cc1ccc(S(=O)(=O)NC2=NCN(Cc3ccccc3)CN2)cc1	-12	2	2	-11	0	3	-1	2	-3.3*
O=C(CN1CCN(c2ccccc2O)CC1)Nc1cccnc1Cl	2	-5	-16	-12	6	-9	-4	0	-0.55
Cc1nn(Cc2cccc(C(=O)N3N=C(C(F)F)CC3(O)C(F)F)c2)c(C)c1[N+](=O)[O-] (stereo unspecified)	-12[20 µM]	-6	-3	-2	-15	-6	4	6	0.0031
CCN(CC)CCNC(C(=O)Nc1cc(C(F)(F)F)ccc1Cl)c1ccccc1 (stereo unspecified)	-23	41	3	-50	0	-10	1	3[fluorescence artefact?]	0.77
COC(=O)c1sccc1NC(=O)c1cc2c(s1)CCCC2	3[20 µM]	1	x	-5	0	-13	3	1	0.51
O=C(C[n+]1cccc2ccccc21)c1ccccc1	-14	13[fluorescence artefact?]	10	-18	-15	-16	-5	16	-0.26
O=C(Nc1ccc2nn(-c3ccc(F)cc3)nc2c1)c1cccnc1	-14	56	-2	-7	5	-6	-3	2	0.79
Cc1cc(C)cc(N(C(=O)c2sc(C)nc2C)C(C(=O)NC(C)(C)C)c2ccncc2)c1 (stereo unspecified)	-11	5	-7	5	4	-1	-1	2	-0.18
O=C(Nc1ccccc1F)Nc1ccccc1N1CCCCC1	0	-7	8	4	-8	0	1	0	-0.3
O=C(O)CN(Cc1ccco1)S(=O)(=O)c1ccccc1	-21	23	-20	-8	-2	-19	0	-6[fluorescence artefact?]	-0.53
CCOc1ccc(N(CC(=O)NCC2CCCO2)C(=O)CCC(=O)Nc2nccs2)cc1 (stereo unspecified)	-22	-10	0	-9	-10	-13	-13	0	-0.97
O=c1cnnc(SCCc2ccccc2)[nH]1	-20[20 µM]	-8	0	24	0	-2	-8	3[fluorescence artefact?]	0.045

Going on with the list.
SMILES	Furin inh	14-3-3 Bad inh	Rad51 HR inh	EBV gp42 block	hK5 inh	NCF1 inh	thrombin 1536	eIF4E 4G PPI	KCC2 mod
Cc1nn(-c2ccccc2)c(C)c1NC(=O)COc1ccc2ccccc2c1	-12	12	0	2	-15	1	-6	-1	-3.5
O=C(O)c1cccc(NCc2ccncc2)c1	-14[20 µM]	-3	x	-3	-13	-10	-2	-15	0.72
COc1cccc(N=C2C(=O)N3CCCc4cccc2c43)c1	0	-21[fluorescence artefact?]	x	-10	-3	-2	0	1	1.3
COC(=O)c1ccc(OCC(=O)Nc2ccsc2C(=O)OC)cc1	-30	8	11	-12	0	2	-1	-2	0.34
COC(=O)c1ccc(NC(=O)C(=O)N2CCN(C(=S)Nc3ccc(OC)cc3)CC2)cc1	-16	-35	x	-27	-3	1	4	-2	-0.45
CCCNC(=O)N1CCN(c2nc(C(C)C)c3c(c2C#N)CC(C)(C)OC3)CC1	-6	8	4	-15	-5	-2	4	-4	x
CC(C)c1ccc(N(CC(=O)NCCSC(C)(C)C)S(C)(=O)=O)cc1	-10[20 µM]	45	4	-17	-20	-7	-5	-13[fluorescence artefact?]	-0.21
O=C(Nc1cc2c(cc1Br)OCCO2)c1ccco1	-14[20 µM]	-3	-2	-16	-6	8	1	0[fluorescence artefact?]	x
CCOC(=O)N1CCN(C2CC(=O)N(c3ccc(Cl)c(Cl)c3)C2=O)CC1 (stereo unspecified)	-5[20 µM]	-1	-3	-15	-6	-13	-1	1	-0.56
COc1cccc(-c2nc(CS(=O)CC(=O)O)c(C)o2)c1 (stereo unspecified)	-20	1	4	-19	-1	0	-4	-3	1

6 structures out of the list, ordered by number of heavy atoms, rising.
SMILES	Furin inh	14-3-3 Bad inh	Rad51 HR inh	EBV gp42 block	hK5 inh	NCF1 inh	thrombin 1536	eIF4E 4G PPI	KCC2 mod
O=C(O)c1cccc(NCc2ccncc2)c1	-14[20 µM]	-3	x	-3	-13	-10	-2	-15	0.72
COc1cccc(-c2nc(CS(=O)CC(=O)O)c(C)o2)c1 (stereo unspecified)	-20	1	4	-19	-1	0	-4	-3	1
COc1cccc(N=C2C(=O)N3CCCc4cccc2c43)c1	0	-21[fluorescence artefact?]	x	-10	-3	-2	0	1	1.3
COC(=O)c1ccc(OCC(=O)Nc2ccsc2C(=O)OC)cc1	-30	8	11	-12	0	2	-1	-2	0.34
CC(C)c1ccc(N(CC(=O)NCCSC(C)(C)C)S(C)(=O)=O)cc1	-10[20 µM]	45	4	-17	-20	-7	-5	-13[fluorescence artefact?]	-0.21
Cc1nn(-c2ccccc2)c(C)c1NC(=O)COc1ccc2ccccc2c1	-12	12	0	2	-15	1	-6	-1	-3.5

More structures follow:
SMILES	Furin inh	14-3-3 Bad inh	Rad51 HR inh	EBV gp42 block	hK5 inh	NCF1 inh	thrombin 1536	eIF4E 4G PPI	KCC2 mod
CCOC(=O)c1nnc2ccnn2c1N	20[20 µM]	-9	-6	-13	-10	-3	7	3	-0.016
Nc1cc(=O)[nH]c(SCC(=O)Nc2cc(Cl)ccc2Cl)n1	-15	-8	14	6	-1	3	-3	-4	0.41
CCOC(=O)COc1c(Cl)cc(C2NC(=S)NC(c3ccccc3)=C2C(C)=O)cc1OCC (stereo unspecified)	-14	-9	-7	7	-5	1	-7	0	0.18
COc1cc(OC)cc(C(=O)N[C@H](C(=O)OCC(=O)NC(C)c2ccccc2)C(C)C)c1 (stereo partly specified)	-19	4	-4	-24	-2	-24	-2	0	-0.082
COc1cc(CC(=O)OCC(=O)Nc2cc(S(=O)(=O)N3CCCC3)ccc2Cl)cc(OC)c1OC	10[20 µM]	-1	-4	-13	0	-21	6	1	-1.6
C/C(=N\NC(=O)c1ccc(C)cc1)C1C(=O)c2ccccc2C1=O	-9[20 µM]	-11	-9	-4	-2	-18	4	-6[fluorescence artefact?]	x
N#CCCn1cc(/C=C2\NC(=S)N(c3ccccc3)C2=O)c(-c2ccc(-c3ccccc3)cc2)n1	-27	-14	5	-12	1	-17	14	0	-0.15
